# Bioassay records deposited in PubChem BioAssay by Sanford-Burnham Center for Chemical Genomics.
# DNMT1 inh: DNMT1 (human) enzyme inhibition; P26358; DNMT1 molecular beacon, Hinp1I cleavage, fluorescence; inhibition (reported as % activation of signal), % at 10 µM; 360,000 tested, 0.83% active; in the data active = inhibition above about 50%
# Rpn11 inh: Rpn11 (human) deubiquitinase inhibition; O00487; human 26S proteasome, Ub4-pepOG fluorescence polarization; 20S core pre-blocked with epoxomicin; calls only at 20 µM; 360,000 tested, 0.59% active; AID 588493;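 active = inhibition at 20 µM, scaled to each plate's controls, above about 33%, limit read from the data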
# MT1-MMP act inh: MT1-MMP (human) activation inhibition | P50281 | HT1080 RFP-PRO-GFP cells, GFP/RFP ratio fluorescence, overnight; percent of plate control window, DMSO zero | GFP/RFP ratio change, % at 20 µM | 360,000 tested, 0.061% active | AID 651647;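 active = GFP/RFP ratio change of at least 30% with cell ATP level not reduced by more than half and red fluorescence within 50% of control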; note: strong numbers were not always called active
#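 Assay system – RFP-PRO-GFP reporter HT1080 cells · Compound dosing – single dose of 20 µM compound, 1% DMSO final · Incubation – overnight compound exposure at 37 °C · Measure – GFP/RFP fluorescence ratio · Benchmarks – DMSO wells and RFP-L50D-GFP cells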
# STEP inh: STEP (human) phosphatase inhibition; P54829; recombinant STEP, OMFP fluorogenic substrate, fluorescence; inhibition, % at 20 µM; 360,000 tested, 0.25% active; AID 588621;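 active = inhibition at 20 µM, scaled per plate between control wells, above about 37%, limit read from the data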;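 note: 0% = DMSO with enzyme and substrate and 100% = substrate only without enzyme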
# Target sequence (P54829 whole entry, looked up): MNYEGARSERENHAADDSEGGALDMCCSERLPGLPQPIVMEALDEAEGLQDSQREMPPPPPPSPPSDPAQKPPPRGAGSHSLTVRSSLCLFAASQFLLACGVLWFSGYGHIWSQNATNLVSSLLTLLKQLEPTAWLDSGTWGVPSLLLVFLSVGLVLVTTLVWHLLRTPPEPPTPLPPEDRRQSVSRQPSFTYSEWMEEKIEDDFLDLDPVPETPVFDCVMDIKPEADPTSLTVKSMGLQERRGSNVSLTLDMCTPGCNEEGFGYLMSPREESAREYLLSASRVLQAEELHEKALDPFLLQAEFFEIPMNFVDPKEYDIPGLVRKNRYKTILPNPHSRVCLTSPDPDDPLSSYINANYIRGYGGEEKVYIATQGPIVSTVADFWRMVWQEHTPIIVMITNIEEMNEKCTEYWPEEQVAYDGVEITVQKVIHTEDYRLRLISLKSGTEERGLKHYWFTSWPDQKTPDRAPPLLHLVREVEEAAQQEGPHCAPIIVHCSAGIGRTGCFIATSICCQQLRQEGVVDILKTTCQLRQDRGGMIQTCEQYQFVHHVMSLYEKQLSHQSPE
#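 System: STEP phosphatase, cell-free reaction; Buffer or medium: Bis-Tris pH 6.0 buffer with DTT, detergent; Incubation: 20 min at room temperature, dark; Measured by: fluorescence, 480/540 nm.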
# NRP1-CendR mod: alters CendR peptide binding to human NRP-1. FAM-RPARPAR peptide binding to NRP-1, fluorescence polarization. inhibition, % at 25 µM. 360,000 tested, 0.85% active. AID 602438;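 active = inhibition or corrected inhibition above about 18%, plus a signal ratio from 0.5 to 1.5, limit read from the data, passing the limit was not always enough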; note: strong numbers were not always called active
# NadD block: inhibitors of Staphylococcus aureus NadD; purified NadD enzyme, colorimetric absorbance read-out; inhibition, % at 20 µM; 360,000 tested, 0.78% active; AID 602399; in the data active = inhibition above about 26%; note: some compounds past the cut are filed as inactive
# LMPTP block: blocks human LMPTP phosphatase. P24666. recombinant LMPTP-A, OMFP fluorogenic substrate, fluorescence intensity. inhibition, % at 20 µM. 360,000 tested, 0.22% active. AID 651560;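 active = compounds that cut the enzyme signal by at least half of the control window in the single-dose screen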;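 note: plate controls were DMSO wells with enzyme plus substrate for no effect and substrate without enzyme for full effect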
# Target sequence (P24666 whole entry, looked up): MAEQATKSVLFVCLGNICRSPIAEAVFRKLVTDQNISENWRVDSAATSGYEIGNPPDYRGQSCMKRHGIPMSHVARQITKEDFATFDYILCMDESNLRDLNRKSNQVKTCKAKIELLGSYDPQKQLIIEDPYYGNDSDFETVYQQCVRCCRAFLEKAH
#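 material = LMPTP-A | quantity = 0.625 nM enzyme | reagent = OMFP substrate, 400 µM final | buffer or medium = Bis-Tris pH 6.0, DTT, detergent | detection = endpoint fluorescence intensity from OMFP dephosphorylation | dosing = single 20 µM dose | read-out basis = % inhibition relative to no-enzyme and uninhibited control wells | control set = no-enzyme and uninhibited controls | timing = 50 min at room temperature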
# Scp-1 inhibitor: Scp-1 (human) phosphatase inhibition; Recombinant Scp1, phosphopeptide, malachite green phosphate absorbance; inhibition, % at 20 µM; 340,000 tested, 0.88% active; AID 493091; Q9GZU7;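 active = inhibition above about 50% at 20 µM, limit read from the data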;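 note: plate controls were DMSO wells with enzyme for no effect and wells lacking enzyme for full effect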
# Target sequence (Q9GZU7 76-261 limits assumed): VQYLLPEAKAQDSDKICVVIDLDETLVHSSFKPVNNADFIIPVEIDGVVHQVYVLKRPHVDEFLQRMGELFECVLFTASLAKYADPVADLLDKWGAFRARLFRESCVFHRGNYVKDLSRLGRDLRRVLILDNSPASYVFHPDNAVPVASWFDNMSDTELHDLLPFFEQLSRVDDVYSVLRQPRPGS
#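 Incubation: 45 min enzyme reaction at room temperature / System: truncated SCP-1 phosphatase (76-261aa) / Reagent: Phospho 17-mer peptide substrate / Buffer or medium: Acidic Tris acetate buffer with magnesium and detergent / Signal: absorbance at 630 nm / Doses: one concentration, 20 µM, with 1.0% DMSO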
# SUMO1-SIM PPI: modulators of human SUMO1-mediated protein-protein interactions. 360,000 tested, 0.33% active. SUMO1 binding to a labelled peptide, TR-FRET, 1 h. inhibition, % at 20 µM. AID 602429. P63165; in the data active = inhibition above about 37%
# Target sequence (P63165 whole entry, looked up): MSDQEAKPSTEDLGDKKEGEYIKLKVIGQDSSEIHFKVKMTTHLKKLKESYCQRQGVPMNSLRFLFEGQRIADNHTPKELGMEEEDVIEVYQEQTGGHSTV
# SKN-1 inh: C. elegans SKN-1 inhibition; C. elegans VP596 Pgst-4::GFP/RFP ratio, acrylamide-induced, 24 h; inhibition, % at 21.8 µM; 360,000 tested, 0.49% active;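 active = interference check ratio from 0.5 to 1.5 plus GFP to RFP signal ratio inhibition reaching or exceeding a fixed threshold, cut at about 30% in these data, passing the limit was not always enough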; note: some compounds called inactive have numbers as strong as hits
# Numbers without * were called inactive; i = inactive; nt = not tested or not shown.
cpd	Compound	DNMT1 inh	Rpn11 inh	MT1-MMP act inh	STEP inh	NRP1-CendR mod	NadD block	LMPTP block	Scp-1 inhibitor	SUMO1-SIM PPI	SKN-1 inh
1	CCOc1ccc(CNc2ccc3c(c2)ncn3C)cc1	-4	i	1	1	15	-7	0.0	-10	-7	18
2	CCOc1ccc(C(=O)N2CCSC2=S)cc1	3	i	-7	-8	5	7	-1.5	-7	0	9
3	O=C(Cc1ccccc1F)Nc1ccc(S(=O)(=O)N2CCCC2)cc1	3	i	-2	-1	3	-6	-0.9	-5	1	5
4	Cc1ccc(C)n1NC(=O)c1ccco1	-3	i	-6	-3	-4	13	2.5	3	0	0
5	CC(C)OC1(c2ccccc2)OC(=O)c2ccccc21 (stereo not drawn)	3	i	1	1	5	-2	2.0	-14	7	10
6	C(=C\c1cc(/C=C/c2ccccc2)ncn1)/c1ccccc1	-2	i	2	-1	4	23	-1.6	15	1	3
7	O=C(CCc1ccccc1)NNC(=O)Nc1ccccc1	-1	i	9	0	12	-1	0.0	-9	1	0
8	COc1ccc2cc(C)c(SCC(=O)Nc3cc(C)on3)nc2c1	30	i	-6	0	10	12	0.0	-10	-9	11
9	O=C(CC(=O)N/N=C/c1ccc(Cl)cc1Cl)NCc1ccccc1	7	i	4	0	-4	-6	-0.3	1	-1	4
10	Cc1onc(-c2ccccc2)c1C(=O)N1CCN(S(=O)(=O)c2ccc(OC(F)(F)F)cc2)CC1	-1	i	-1	-2	8	-2	1.3	19	-6	11
11	Cc1ccc(C(C)C)cc2c(C)ccc1-2	12	i	2	1	2	6	-0.4	-9	-7	5
12	Cc1ccc2c(C)[nH]c(=O)cc2c1	2	i	-2	0	14	3	-3.3	-12	-2	8
13	COc1cc(OC)cc(C(=O)NCC(=O)OCC(=O)/C=C2/N(C)c3ccccc3C2(C)C)c1	4	i	4	0	-24	-5	0.1	-12	1	29
14	OCCNc1nc2ccc(Cl)cc2[nH]1	3	i	2	-2	3	-3	-0.7	-8	-2	2
15	COc1ccccc1N1CCN(CC(O)COc2ccc3c(C)cc(=O)oc3c2)CC1 (stereo not drawn)	4	i	6	-3	2	-7	-0.1	-4	1	4
16	CCN1C(=O)[C@H]2[C@@H](c3ccc(-c4ccc5c(c4)OCO5)c(OC)c3)N[C@@](CC(C)C)(C(=O)OC)[C@H]2C1=O	1	i	-4	0	1	7	0.1	0	1	17
17	COc1ccc(OC)c(S(=O)(=O)Nc2cccc3ccccc23)c1	-25	i	-5	2	1	-3	0.2	-13	-7	-1
18	O=C(NCc1ccc(Cl)nc1)c1ccc2nc([C@@H]3O[C@H](CO)[C@H](O)[C@H](O)[C@H]3O)[nH]c2c1	4	i	12	1	8	-2	0.7	nt	0	15
19	Cc1cccc(OCCC(=O)Nc2ccc(S(=O)(=O)N3CCCC3)cc2)c1	-6	i	3	3	5	-4	1.0	-10	-3	-16
20	O=C(Cc1c[nH]c2ccccc12)N1CCc2ccccc21	-14	i	3	0	-8	-9	0.1	-3	-2	-7
21	CCn1c2ccccc2c2nnc(SCCN3CCOCC3)nc21	1	i	0	-3	-3	0	0.8	-6	-12	-10
22	COc1ccc(-c2cc(NC(C)=O)c3ncc(-c4ccc(F)cc4)n3c2)cc1OC	-8	i	0	1	-19	-4	1.1	nt	-4	-8
23	COc1cc(N/N=C(\C)c2ccc(O)c(C)c2)nc(-c2ccccc2)n1	-19	i	9	0	6	2	2.5	-3	4	1
24	CCCCNC(=O)C(NC(=O)Cc1cc(OC)cc(OC)c1)C(=O)c1ccccc1 (stereo not drawn)	nt	nt	-6	nt	19	nt	-0.4	nt	1	8
25	Cc1cccc(N2CCN(C(=O)C(Cc3ccccc3)n3cccc3)CC2)c1C (stereo not drawn)	4	i	-9	5	4	2	4.0	2	5	1
26	Cc1ccc(NC(=S)N2CCN(c3ccccn3)CC2)cc1C	0	i	8	2	5	9	0.1	-2	9	-18
27	Clc1ccc(C[n+]2cc(-c3ccc(Cl)cc3)n3c2CCC3)cc1	0	i	-6	0	6	2	-0.7	-3	3	0
28	CCOc1ccc(C2C(C(=O)c3ccc(C)o3)=C(O)C(=O)N2c2cc(C)on2)cc1OC (stereo not drawn)	1	i	3	0	21*	4	-0.4	-6	-8	3
29	COc1cccc(OC)c1C(=O)Nc1ccc(C(=O)NCc2ccccc2)cc1	1	i	1	3	-4	-4	0.6	-8	4	12
30	COc1cccc(NC(=S)Nc2cccnc2)c1	-1	i	-1	-3	-6	-4	-1.7	-5	0	8
31	CNC(=O)Nc1ccc2snnc2c1	-5	i	-2	-1	-2	-4	0.0	-6	-7	-5
32	CCCc1nc2ccc(C(=O)OC)cn2c1Cc1ccccc1C(F)(F)F	16	i	-8	3	-23	7	1.3	nt	3	2
33	Cc1cccc2cn[nH]c12	-20	i	5	-2	9	1	-1.0	1	-3	-13
34	O=C(CSc1nc2ccccc2o1)NCc1n[nH]c(=O)c2ccccc12	2	i	3	-2	-7	1	-2.3	-4	-1	2
35	CCc1ccc(NC2=NC(C(=O)c3ccccc3)CC(=O)N2)cc1 (stereo not drawn)	2	i	5	5	8	3	-1.3	2	0	-9
36	CCOC(=O)C1CCN(C(=O)CCS(=O)(=O)Cc2ccccc2)CC1	0	i	-1	-1	5	3	-1.4	-3	3	10
37	COC(=O)c1cn(NC(=O)c2ccc3c(c2)OCO3)c(=O)c2ccccc12	-3	i	-3	0	16	-2	-1.4	6	0	-1
38	O=C(NNC(=S)NCc1ccco1)C(c1ccccc1)c1ccccc1	-6	i	1	1	9	-6	0.0	-12	22	11
39	CC1CCc2onc(C(=O)NCc3ccco3)c2C1 (stereo not drawn)	-1	i	-12	-3	-2	-2	-2.2	-14	-2	5
40	Cc1ccc(-n2nc3c(c2NC(=O)c2ccco2)CS(=O)(=O)C3)cc1C	2	i	-4	-1	-7	-2	-0.8	-3	4	12
41	CS(=O)(=O)N1CCC(CO)(Cc2ccccc2C(F)(F)F)CC1	-1	i	-10	0	11	-10	0.1	-10	-3	4
42	O=C(O)CC(c1ccccc1)n1cccc1 (stereo not drawn)	-3	i	-4	1	15	5	0.7	-5	1	-14
43	COc1ccc(C(=O)Nc2ccc3c(c2)OCCO3)cc1Br	-1	i	-1	-1	16	-8	0.3	-2	1	-16
44	CN(C(=O)c1coc(=O)c2ccccc12)c1ccc(F)cc1	3	i	4	-4	8	-5	-0.4	-3	2	-11
45	CNC(=O)C1CC(=O)N/C(=N/N=C(\C)c2cccs2)S1 (stereo not drawn)	0	i	1	-2	-4	-5	-0.3	-8	-1	3
46	Cc1ccc(OCC(O)CN2CCN(c3ccc(C)cc3)CC2)cc1 (stereo not drawn)	1	i	2	3	1	-10	-0.1	-10	-20	-5
47	Cc1ccccc1S(=O)(=O)NC(=O)C1(C)CCN1C(=O)CC(c1ccccc1)c1ccccc1 (stereo not drawn)	-3	i	3	-2	17	0	-1.9	nt	2	-7
48	Cc1ccccc1Nc1nn2c(=O)c3ccc(C(=O)N4CCCC(C)C4)cc3nc2s1 (stereo not drawn)	0	i	1	3	-11	2	3.5	nt	6	21
49	CCOC(=O)c1ccc(NC(=O)CC2C(=O)N(c3ccccc3)C(=O)N2CCCOC)cc1 (stereo not drawn)	-4	i	-3	0	4	-4	-1.2	-11	2	1
50	COc1ccc(C)cc1Nc1c2c(nc3ccccc13)CCC2	-1	i	1	-1	4	-6	12	1	3	-7

# Next entries.
cpd	Compound	DNMT1 inh	Rpn11 inh	MT1-MMP act inh	STEP inh	NRP1-CendR mod	NadD block	LMPTP block	Scp-1 inhibitor	SUMO1-SIM PPI	SKN-1 inh
51	NC(=O)COC(=O)c1ccccc1Oc1ccccc1	1	i	0	0	0	-3	-0.5	-4	0	-10
52	Cc1cc(C)c(Cn2c(=O)n(CCCC(=O)NCc3ccco3)c(=O)c3ccccc32)c(C)c1	30	i	4	0	3	1	-0.6	-7	1	28
53	Nc1nonc1-n1nnc(C(=O)N/N=C/c2cccs2)c1-c1ccc2c(c1)OCO2	1	i	1	0	8	20	1.6	13	-22	10
54	COc1ccccc1Oc1ccc(Oc2ccccc2OC)cc1	0	i	-2	-6	2	1	1.1	-9	2	3

# Structures listed so far with an aryl methoxy group:
cpd	Compound	DNMT1 inh	Rpn11 inh	MT1-MMP act inh	STEP inh	NRP1-CendR mod	NadD block	LMPTP block	Scp-1 inhibitor	SUMO1-SIM PPI	SKN-1 inh
8	COc1ccc2cc(C)c(SCC(=O)Nc3cc(C)on3)nc2c1	30	i	-6	0	10	12	0.0	-10	-9	11
13	COc1cc(OC)cc(C(=O)NCC(=O)OCC(=O)/C=C2/N(C)c3ccccc3C2(C)C)c1	4	i	4	0	-24	-5	0.1	-12	1	29
15	COc1ccccc1N1CCN(CC(O)COc2ccc3c(C)cc(=O)oc3c2)CC1 (stereo not drawn)	4	i	6	-3	2	-7	-0.1	-4	1	4
16	CCN1C(=O)[C@H]2[C@@H](c3ccc(-c4ccc5c(c4)OCO5)c(OC)c3)N[C@@](CC(C)C)(C(=O)OC)[C@H]2C1=O	1	i	-4	0	1	7	0.1	0	1	17
17	COc1ccc(OC)c(S(=O)(=O)Nc2cccc3ccccc23)c1	-25	i	-5	2	1	-3	0.2	-13	-7	-1
22	COc1ccc(-c2cc(NC(C)=O)c3ncc(-c4ccc(F)cc4)n3c2)cc1OC	-8	i	0	1	-19	-4	1.1	nt	-4	-8
23	COc1cc(N/N=C(\C)c2ccc(O)c(C)c2)nc(-c2ccccc2)n1	-19	i	9	0	6	2	2.5	-3	4	1
24	CCCCNC(=O)C(NC(=O)Cc1cc(OC)cc(OC)c1)C(=O)c1ccccc1 (stereo not drawn)	nt	nt	-6	nt	19	nt	-0.4	nt	1	8
28	CCOc1ccc(C2C(C(=O)c3ccc(C)o3)=C(O)C(=O)N2c2cc(C)on2)cc1OC (stereo not drawn)	1	i	3	0	21*	4	-0.4	-6	-8	3
29	COc1cccc(OC)c1C(=O)Nc1ccc(C(=O)NCc2ccccc2)cc1	1	i	1	3	-4	-4	0.6	-8	4	12
30	COc1cccc(NC(=S)Nc2cccnc2)c1	-1	i	-1	-3	-6	-4	-1.7	-5	0	8
43	COc1ccc(C(=O)Nc2ccc3c(c2)OCCO3)cc1Br	-1	i	-1	-1	16	-8	0.3	-2	1	-16
50	COc1ccc(C)cc1Nc1c2c(nc3ccccc13)CCC2	-1	i	1	-1	4	-6	12	1	3	-7
54	COc1ccccc1Oc1ccc(Oc2ccccc2OC)cc1	0	i	-2	-6	2	1	1.1	-9	2	3

# Compounds as they come, and some 3.9% of all compounds hit somewhere here.
